# Screens from PubChem BioAssay.
# SR-BI HDL uptake: blocks mouse SR-BI lipid uptake from DiI-HDL | AID 488896 | hit rate 0.96% among 320,000 | ldlA[mSR-BI] CHO cells, DiI-HDL uptake fluorescence, 3 h | inhibition, % at 12.5 µM;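 active = mean replicate inhibition of at least 70% and a set share of replicates each scoring 70 or more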;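 note: 0% = median of neutral control wells and 100% = median of positive control wells; values of inactives mirror those of a sister screen read the other way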
# Target sequence (Q61009 whole entry, looked up): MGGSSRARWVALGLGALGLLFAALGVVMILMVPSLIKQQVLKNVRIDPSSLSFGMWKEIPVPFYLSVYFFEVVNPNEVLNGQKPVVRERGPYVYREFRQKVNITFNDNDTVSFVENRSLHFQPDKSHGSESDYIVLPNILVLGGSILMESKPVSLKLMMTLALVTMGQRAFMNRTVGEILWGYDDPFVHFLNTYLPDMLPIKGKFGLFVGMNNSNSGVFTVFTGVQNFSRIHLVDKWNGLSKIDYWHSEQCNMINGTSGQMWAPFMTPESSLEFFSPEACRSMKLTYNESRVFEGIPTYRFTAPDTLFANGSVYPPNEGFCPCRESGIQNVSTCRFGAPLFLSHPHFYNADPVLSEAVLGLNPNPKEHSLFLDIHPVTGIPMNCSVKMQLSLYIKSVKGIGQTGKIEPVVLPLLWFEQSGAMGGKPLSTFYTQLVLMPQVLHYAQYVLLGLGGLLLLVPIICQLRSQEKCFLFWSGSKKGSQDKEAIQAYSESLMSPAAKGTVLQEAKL
# PvdQ inh: blocks Pseudomonas aeruginosa PvdQ acylase activity. purified PvdQ acylase, fluorescence plate reader. inhibition, % at 10 µM. hit rate 0.063% among 340,000; in the data active = inhibition above about 30%, passing the limit was not always enough;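 note: 0% = vehicle neutral wells and 100% = reference inhibitor wells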
# RTF Ca sens act: increases calcium sensitivity of human cardiac regulated thin filaments; P19429+P45379; activation, % at 7.2 µM; IANBD-labeled TnC RTF fluorescence at EC20 calcium; 0% EC20 calcium, 100% full calcium; hit rate 0.24% among 340,000;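 active = activation above the mean over all tested compounds plus 3 SD, cut at about 30% in these data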;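 note: rise in fluorescence read as greater calcium sensitivity of cardiac thin filaments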
# Rtt109 HAT inh: blocks Candida albicans Rtt109/Vps75 acetyltransferase activity; Q5AAJ8; purified Rtt109/Vps75, ThioGlo CoA-SH fluorescence, 4 h; inhibition, % at 34.9 µM; hit rate 0.16% among 330,000;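 active = inhibition of at least 50% in every replicate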
# MITF act: activators of MITF-driven TRPM1 promoter activity in SK-MEL-5 cells; activation, % at 12.5 µM; SK-MEL-5 TRPM1-promoter luciferase, 24 h; % of positive control, neutral wells = 0; hit rate 0.75% among 300,000;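 active = mean activation of at least 80% with every replicate also reaching 80%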;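 note: 0% = neutral control wells and 100% = parthenolide positive control wells; values of inactives mirror those of a sister screen read the other way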
# CDK5 p35 inh: inhibitors of human CDK5/p35 kinase; Q00535+Q15078; Recombinant CDK5/p35, ADP-Glo luminescence, 60 min; inhibition, % at 10 µM; hit rate 0.01% among 330,000;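 active = highest replicate inhibition of at least 50% and at least 75% of replicates reaching 50%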;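 note: plate controls were DMSO neutral control for no effect and GW8510 at 10 µM for full effect; many of its hits are not listed in these tables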
# SR-BI uptake up: enhances SR-BI lipid uptake from DiI-HDL | CHO ldlA[mSR-BI] cells, DiI-HDL uptake fluorescence, 3 h; 100 = double the neutral-control signal | activation, % at 12.5 µM | hit rate 0.096% among 320,000;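 active = mean replicate activation of at least 60% and every replicate at or above 60%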;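 note: 0% = median plate neutral-control signal and 100% = twice that signal; values of inactives mirror those of a sister screen read the other way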
#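 Material: SR-BI-overexpressing, LDLR-lacking CHO cells; schedule: compound exposure 3 h, 37 °C; reagent: DiI-labelled HDL at 10 µg/mL final; technique: bottom-read fluorescence, 550/595 nm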
# dFosB act: enhances mouse delta FosB homodimer DNA binding. P13346. purified delta FosB, TAMRA-CDK5 oligo fluorescence polarization; percent of positive-control signal above neutral wells. activation, % at 25 µM. hit rate 0.99% among 340,000. AID 493131;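 active = mean activation above about 17%, with every replicate also reaching it, limit read from the data, passing the limit was not always enough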;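 note: fluorescence polarization rise as delta FosB binds a TAMRA Cdk5 AP-1 oligo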
# Target sequence (P13346 whole entry, looked up): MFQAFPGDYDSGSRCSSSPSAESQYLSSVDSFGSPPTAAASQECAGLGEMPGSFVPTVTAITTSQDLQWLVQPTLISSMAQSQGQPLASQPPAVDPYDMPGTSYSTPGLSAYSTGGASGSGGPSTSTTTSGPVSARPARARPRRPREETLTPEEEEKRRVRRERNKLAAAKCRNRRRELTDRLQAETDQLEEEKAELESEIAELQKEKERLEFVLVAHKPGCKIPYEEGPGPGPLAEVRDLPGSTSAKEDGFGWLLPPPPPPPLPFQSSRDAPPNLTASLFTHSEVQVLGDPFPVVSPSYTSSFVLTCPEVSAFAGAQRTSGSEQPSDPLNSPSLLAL
# HTR5A ag ctr: HTR5A agonism, opioid heterodimer counter-screen; HTR5A agonist assay, luminescence, cell-based; activation, % at 9.3 µM; hit rate 0.61% among 340,000; AID 504692; in the data active = activation mostly above about 9.5%, no sharp cut-off; inactive = mostly below about 7.6%;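 note: 0% = cells with vehicle only and 100% = reference agonist; strong numbers were not always called active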
# Wnt act: Wnt/beta-catenin pathway activation. Wnt/beta-catenin reporter cell assay, activator, plate reader. hit rate 1.2% among 300,000. activation, % at 9.35 µM; in the data active = activation above about 30%, passing the limit was not always enough;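 note: 0% = neutral control wells and 100% = positive control wells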
# * marks the source's active call; other numbers are inactive results; i = inactive; nt = no result given. Hits appear at their usual frequency (roughly 4.4% active in at least one column).
nr	SMILES	SR-BI HDL uptake	PvdQ inh	RTF Ca sens act	Rtt109 HAT inh	MITF act
1	CCOc1cc(S(=O)(=O)N2CCN(CC)CC2)ccc1Cl	nt	-12	5	-5	-5
2	COc1ccc(NS(=O)(=O)c2ccc(NS(=O)(=O)c3cccs3)cc2)cc1	nt	-11	-4	6	3
3	c1ccc(CN2C3=NCCCN3c3ccccc32)cc1	nt	-5	0	-3	-6
4	CCOC(=O)N1CCN(C(=O)c2cc(COc3ccc(Cl)cc3OC)on2)CC1	12	3	0	-6	0
5	COc1ccc(CCNC(=O)C2CCN(C(=O)c3cccc(Cl)c3)CC2)cc1OC	-5	-11	3	-5	nt
6	O=C(NCCc1c[nH]c2ccccc12)C(=O)NCC1OCCCN1S(=O)(=O)c1ccccc1 (stereo not drawn)	15	-6	0	-1	-6
7	CCCC(=O)Nc1ccc(C(=O)NCC2CCCO2)cc1 (stereo not drawn)	-10	-5	0	2	1
8	CCC1(C)CC2(CCCN(CCC(=O)c3ccccc3)C2)CCO1 (stereo not drawn)	-15	-7	0	-11	2
9	CC(=O)NCCn1c(SCC(=O)NCCC(C)C)nc2ccccc2c1=O	2	-3	14	-15	-2
10	COc1cccc(NC(=S)NCCc2ccccn2)c1	-20	6	-3	19	3

nr	CDK5 p35 inh	SR-BI uptake up	dFosB act	HTR5A ag ctr	Wnt act
1	-0.2	nt	-5	0	nt
2	-0.4	nt	-11	-3	-1
3	0.3	nt	5	-5	-1
4	1.4	-12	-16	0	0
5	0.6	5	0	4	-1
6	0.3	-15	-10	48*	-1
7	0.9	10	-1	2	-4
8	-2.2	15	-1	-2	-1
9	-1.8	-2	-1	-1	-8
10	0.6	20	-4	1	1

# Further records
nr	SMILES	SR-BI HDL uptake	PvdQ inh	RTF Ca sens act	Rtt109 HAT inh	MITF act
11	CCOC(=O)/C(C#N)=C\C1=C(N2CCCC2)CC(C)(CC)OC1 (stereo not drawn)	6	-13	-9	9	9
12	CCN(c1ccccc1)S(=O)(=O)c1ccc(N2CCN(c3ccc(O)cc3)CC2)nc1	nt	-13	4	2	-13
13	Cc1ccc(CN2CCN(/N=C/c3cc(Br)cc(Br)c3O)CC2)c(C)c1	-24	-18	12	-4	-7
14	S=c1nc2ccccc2c2nc(-c3cccnc3)[nH]n12	-10	-9	-1	-1	11
15	Cc1cccn2c(=O)c3cc(C#N)c(=NC(=O)c4ccncc4)n(CCCOC(C)C)c3nc12	5	-1	-1	-32	-8
16	COc1ccc(C(=O)NNC(=O)C(=O)NC(C)c2ccccc2)cc1OC (stereo not drawn)	-11	-7	4	-15	-2
17	COC(=O)c1sccc1NC(=S)N1CCN(C)CC1	-5	-7	-4	2	-8
18	O=C1COc2ccc(-c3n[nH]c(=O)c4ccccc34)cc2N1	12	13	1	2	-1
19	COc1ccccc1NC(=O)Cn1c2ccccc2c2nc3n(c(=O)c21)CCS3	4	8	-2	2	3
20	CC(=O)N(C)C1(c2nnnn2CCOC(=O)Nc2cccc3ccccc23)CCCC1	8	-9	3	-8	-3

nr	CDK5 p35 inh	SR-BI uptake up	dFosB act	HTR5A ag ctr	Wnt act
11	0.7	-6	1	-2	nt
12	-1.6	nt	-13	-2	-6
13	-1.9	24	0	5	1
14	1.3	10	-30	8	8
15	1.2	-5	-3	4	nt
16	-2.8	11	-1	-2	-2
17	2.2	5	-1	3	0
18	2.2	-12	-9	2	-2
19	1.3	-4	0	-1	0
20	-0.8	-8	-4	-1	nt

# Remaining list, next part
nr	SMILES	SR-BI HDL uptake	PvdQ inh	RTF Ca sens act	Rtt109 HAT inh	MITF act
21	COc1ccsc1C(=O)Nc1ccc(F)cc1F	12	-4	5	0	23
22	Cc1cccc(NC(=O)CCc2c(C)nn(-c3ccc(N4CCCCC4)nn3)c2C)c1	nt	-15	2	13	69
23	COc1ccc(CCC(=O)OCC(=O)Nc2c(C)nn(-c3ccccc3)c2C)cc1	-21	-5	-9	3	6
24	CCCCN1CCC(=O)C(C(=O)OCC)=C1C(=O)OCC	-42	-2	-2	0	6
25	CCC(=O)Nc1ccc2c(c1)ncn2-c1ccccc1	6	-16	-2	-2	69
26	O=C(Nc1ccon1)C(Sc1ccccc1)c1ccccc1 (stereo not drawn)	-15	-6	2	8	2
27	CCOC(=O)/C(=C/c1ccc(Cl)cc1)NC(=O)c1ccco1	-26	-14	10	4	-11
28	N=c1n(Cc2ccccc2Cl)c2ccccc2n1CC(O)c1ccco1 (stereo not drawn)	-8	-8	-4	-11	-12
29	Cc1ccc(C(=O)NCC(=O)N2CCc3ccccc3C2)cc1C	12	-6	-4	-12	6
30	O=C(Cn1nc(-c2ccco2)ccc1=O)Nc1ccc(Br)cc1	-1	-12	-2	3	2

nr	CDK5 p35 inh	SR-BI uptake up	dFosB act	HTR5A ag ctr	Wnt act
21	0.4	-12	-12	4	10
22	-0.8	nt	-6	4	0
23	0.4	21	-8	2	-1
24	-0.8	42	-2	1	-3
25	1.9	-6	3	-3	nt
26	-0.2	15	-6	4	nt
27	-7.4	26	-8	0	-1
28	0.4	8	-5	5	2
29	-1.1	-12	-11	0	2
30	nt	1	-5	-2	-1

# In the list so far, these contain two or more sulfur atoms:
nr	SMILES	SR-BI HDL uptake	PvdQ inh	RTF Ca sens act	Rtt109 HAT inh	MITF act
2	COc1ccc(NS(=O)(=O)c2ccc(NS(=O)(=O)c3cccs3)cc2)cc1	nt	-11	-4	6	3
17	COC(=O)c1sccc1NC(=S)N1CCN(C)CC1	-5	-7	-4	2	-8

nr	CDK5 p35 inh	SR-BI uptake up	dFosB act	HTR5A ag ctr	Wnt act
2	-0.4	nt	-11	-3	-1
17	2.2	5	-1	3	0

# (continued)
nr	SMILES	SR-BI HDL uptake	PvdQ inh	RTF Ca sens act	Rtt109 HAT inh	MITF act
31	COc1ccccc1CNC(=O)C1=C(C)C(=O)OC12CCC(C)CC2 (stereo not drawn)	-7	-11	6	0	3
32	O=C(CSc1nc2ccccc2[nH]1)Nc1ccc2c(c1)CCC2	20	-13	3	2	7
33	O=C(CSc1nnc(-c2ccccc2)n1-c1ccc(Cl)cc1)NNC(=S)Nc1ccccc1	-1	-16	-1	21	0
34	CCOc1ccc(NC(=S)Nc2ccc(OCc3ccccc3)cc2)cc1	-28	6	4	1	9
35	CCOC(=O)C1CCCN(C(=S)Nc2cccc(Cl)c2)C1 (stereo not drawn)	3	3	3	-7	-8
36	Nc1cc(=O)[nH]c(SCC(=O)c2ccc(F)cc2)n1	3	-9	2	2	2
37	Cc1ccc(Oc2nc(-c3ccccc3)ncc2S(=O)(=O)c2ccc(C)cc2)cc1	2	-9	-1	-7	6
38	O=C(COc1ccc2ccccc2c1)NNC(=O)c1cnccn1	2	-7	1	-28	-7
39	S=c1[nH]nc(-c2cc3c(s2)-c2ccccc2CC3)o1	-3	-17	-7	i	15
40	O=C(NC1CCCCCC1)C1CCCN(S(=O)(=O)c2cnc[nH]2)C1 (stereo not drawn)	-1	-19	0	0	17

nr	CDK5 p35 inh	SR-BI uptake up	dFosB act	HTR5A ag ctr	Wnt act
31	-0.1	7	-5	-4	2
32	-1.6	-20	-3	3	-1
33	-0.4	1	2	-1	1
34	0.7	28	-2	2	20
35	-2.6	-3	3	2	0
36	0.4	-3	5	4	-18
37	-2.0	-2	1	-10	-5
38	-0.4	-2	-6	3	-10
39	4.1	3	5	-1	nt
40	1.1	1	-1	0	-6

# (more compounds)
nr	SMILES	SR-BI HDL uptake	PvdQ inh	RTF Ca sens act	Rtt109 HAT inh	MITF act
41	O=C(Nc1nnc(-c2ccccc2SCc2ccccc2)s1)Nc1ccccc1F	22	-6	-8	-7	1
42	CC12CC(NC(=O)N1c1cccc(C(=O)NCc3ccccn3)c1)c1ccccc1O2 (stereo not drawn)	5	-2	-7	-7	2
43	O=C(CNC(=O)c1ccncc1)N/N=C/c1ccccn1	-15	10	-2	5	2
44	CC1=NN(C(=O)c2ccccc2F)C(O)(c2ccc(Cl)cc2)C1 (stereo not drawn)	40	-2	-2	3	-3
45	COC(=O)c1ccc(NS(=O)(=O)c2ccccc2)o1	32	5	6	nt	0
46	COc1ccc(CCNC(=O)Cc2ccc(OC)c(OC)c2)cc1OC	-8	-12	1	-3	-3
47	O=C(COC(=O)c1cc(S(=O)(=O)N2CCOCC2)ccc1F)Nc1cc([N+](=O)[O-])ccc1F	-9	-8	0	-3	-5
48	CC1CCN(CCCCOc2ccccc2Br)CC1	-31	-4	-1	-2	3
49	CC(=O)C1=C(C)OC(N)=C(C#N)C1c1cccc([N+](=O)[O-])c1 (stereo not drawn)	-14	5	-3	0	-6
50	O=C(c1cc2ccccc2c(=O)o1)N1CCc2ccccc2C1	-11	11	-3	12	9

nr	CDK5 p35 inh	SR-BI uptake up	dFosB act	HTR5A ag ctr	Wnt act
41	nt	-22	91*	5	nt
42	-4.0	-5	-1	-1	1
43	1.4	15	-7	2	3
44	-0.2	-40	5	-2	1
45	-2.6	-32	9	-2	-2
46	-0.2	8	-5	5	-1
47	0.4	9	-1	-1	-3
48	0.8	31	0	-2	0
49	0.5	14	-4	-1	5
50	0.9	11	-10	-1	nt

# Molecules above with a Cl atom (8):
nr	SMILES	SR-BI HDL uptake	PvdQ inh	RTF Ca sens act	Rtt109 HAT inh	MITF act
1	CCOc1cc(S(=O)(=O)N2CCN(CC)CC2)ccc1Cl	nt	-12	5	-5	-5
4	CCOC(=O)N1CCN(C(=O)c2cc(COc3ccc(Cl)cc3OC)on2)CC1	12	3	0	-6	0
5	COc1ccc(CCNC(=O)C2CCN(C(=O)c3cccc(Cl)c3)CC2)cc1OC	-5	-11	3	-5	nt
27	CCOC(=O)/C(=C/c1ccc(Cl)cc1)NC(=O)c1ccco1	-26	-14	10	4	-11
28	N=c1n(Cc2ccccc2Cl)c2ccccc2n1CC(O)c1ccco1 (stereo not drawn)	-8	-8	-4	-11	-12
33	O=C(CSc1nnc(-c2ccccc2)n1-c1ccc(Cl)cc1)NNC(=S)Nc1ccccc1	-1	-16	-1	21	0
35	CCOC(=O)C1CCCN(C(=S)Nc2cccc(Cl)c2)C1 (stereo not drawn)	3	3	3	-7	-8
44	CC1=NN(C(=O)c2ccccc2F)C(O)(c2ccc(Cl)cc2)C1 (stereo not drawn)	40	-2	-2	3	-3

nr	CDK5 p35 inh	SR-BI uptake up	dFosB act	HTR5A ag ctr	Wnt act
1	-0.2	nt	-5	0	nt
4	1.4	-12	-16	0	0
5	0.6	5	0	4	-1
27	-7.4	26	-8	0	-1
28	0.4	8	-5	5	2
33	-0.4	1	2	-1	1
35	-2.6	-3	3	2	0
44	-0.2	-40	5	-2	1
